Abeta rescue: A-beta toxicity reversal in yeast; yeast expressing A-beta42, growth rescue, OD600, 48 h; response scale: 0% DMSO, 100% iron-clioquinol control; Potency, µM (top dose mostly 46.1 µM), for inactives: top-dose growth rescue, most hits filed as activators; actives 0.063% (n = 410,000); AID 1347071; note: potency is the fitted concentration of half-maximal effect; nearly all actives have a fitted effect of over 55% in size
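Growth rescue measured by 600 nm absorbance after 48 h yeast culture at 30 C with compound. Values normalized between DMSO and an equimolar ferric chloride plus clioquinol control.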
Nrf2 block: blocks Nrf2 signaling; AID 504444; A549 ARE-Fluc reporter, luciferase luminescence, 18-24 h; actives 2.1% (n = 360,000); Potency, µM (doses to about 46 µM), for the others: top-dose activity change, negative = inhibition, most hits filed as inhibitors; note: potency is the fitted concentration of half-maximal effect; % is set by controls: 0 for no effect and ±100 for the full control effect; nearly all actives have a fitted effect of over 60% in size
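Nrf2 function is reported as luminescence of an ARE-controlled luciferase in A549 cells. Compounds were tested at several concentrations, and a CellTiter-Fluor read on the same wells flagged cytotoxicity.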
HepG2 viability: counter-screen for TGF-b inhibitors: cytotoxicity in HepG2 cells | HepG2 CAGA-GFP viability, ATP luminescence, 18 h | Potency, µM (highest dose often 46.1 µM), without a hit: at the highest dose activity change, negative = cytotoxicity, most hits filed as cytotoxic | actives 0.76% (n = 410,000) | AID 588856; note: potency is the fitted concentration of half-maximal effect; some results filed as inactive show a strong effect at the top dose
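CellTiter-Glo luminescence gave cytotoxicity after 18 hours at 37 degrees C. The cells were HepG2 CAGA-GFP in 1% FBS DMEM, stimulated with 500 pg/mL TGF-beta after compound addition. %Activity was normalised to no-cell wells (complete cell-killing) and DMSO (no toxicity), and curves were fitted and classified.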
CCT chaperon mod: cytosolic chaperonin activity modulation. activity change, % (concentration not given with the values), hits read low. actives 0.3% (n = 360,000). purified chaperonin ATPase assay, HTRF ADP detection, 30 min. AID 651819; in the data active = activity change below about -30%; note: % is set by controls: 0 for no effect and ±100 for the full control effect
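ATPase activity: ADP formed was measured by HTRF Transcreener (665/615 nm ratio) after 30 min at 37 deg C with 10 uM ATP. Compounds screened at one 76 uM concentration against 40 or 20 nM TRiC in Tris pH 7.4/KCl/MgCl2/DTT buffer.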
Nrf2 activator: Nrf2 pathway activation | actives 0.31% (n = 410,000) | Potency, µM (titrated, usually from 46.1 µM), without a hit: top-dose activation, usual class: activators | AREc32 ARE-luciferase reporter (MCF7-derived line), luminescence, 24 h; note: potency is the fitted concentration of half-maximal effect; % of control where 0% means no effect; nearly all actives have a fitted effect of over 65% in size
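ARE-driven firefly luciferase activity in AREc32 cells measured after a 24 hr compound exposure at 37 deg C, using Steady-Glo reagent and a 30 min room-temperature hold.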
pAkt inh: Akt phosphorylation inhibition; Neuro2A IGF-stimulated pAkt S473 HTRF, 20 min; stronger effect = lower value; activity change, % for hits at 50 µM; actives 0.32% (n = 360,000); in the data active = activity change below about -80%; inconclusive = mostly about -51% to -80%; note: % is set by controls: 0 for no effect and ±100 for the full control effect
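Single-point screen (50 µM final compound) in Neuro2A cells stimulated 20 min with 6 nM IGF at 37 deg C. After lysis, Ser473-phosphorylated Akt read by HTRF (ex 330 nm, em 615/665 nm) as the 665/615 ratio.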
TGFb SMAD3 inh: TGF-b pathway inhibition; HepG2 CAGA-GFP TGF-b/SMAD3 reporter, GFP fluorescence, 18 h; TGF-beta stimulated, 500 pg/mL final; Potency, µM (titrated, usually from 46.1 µM), for the others: top-dose activity, negative = inhibition, most hits filed as inhibitors; actives 1.2% (n = 410,000); AID 588855; note: potency is the fitted concentration of half-maximal effect; % is set by controls: 0 for no effect and ±100 for the full control effect; nearly all actives have a fitted effect of over 65% in size
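Per well, imaged GFP fluorescence of HEPG2 CAGA-GFP cells gives the signal; cells get compound, then TGF-beta (500 pg/mL final), 18 h at 37 degrees C; %Activity versus -TGF-beta and +DMSO controls.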
MmCpn inh: inhibitors of Methanococcus maripaludis chaperonin (MmCpn). purified Mm-Cpn ATPase, ADP Transcreener TR-FRET. Potency, µM (top dose mostly 76.9 µM), for the others: top-dose activity, negative = inhibition, most hits filed as inhibitors. actives 0.031% (n = 330,000). AID 504842; note: potency is the fitted concentration of half-maximal effect; % is set by controls: 0 for no effect and ±100 for the full control effect; nearly all actives have a fitted effect of over 80% in size
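TR-FRET (320 nm excitation; 590 and 665 nm emission) reports ADP made from 10 uM ATP by 25 nM enzyme; compounds were preincubated 10 min, reaction run 30 min, both at 37°C.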
A549 tox: kills or reduces viability of A549 cells in Nrf2 counter-screen | A549 ARE-Fluc cells, CellTiter-Fluor viability, 18-24 h | Potency, µM (highest dose often 46 µM), without a hit: top-dose activity change, negative = cytotoxicity, usual class: inhibitors | actives 0.16% (n = 390,000); note: potency is the fitted concentration of half-maximal effect; % is set by controls: 0 for no effect and ±100 for the full control effect
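Cytotoxicity counterscreen: CellTiter-Fluor fluorescence was measured in A549 ARE_Fluc cells after 18-24 h of compound exposure in a concentration series. The subsequent BugLite luminescent read reports ARE-luciferase activity.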
* marks the source's active call; other numbers are inactive results; [ ] = dose if it differs, or a comment. Unless noted, calls come from the whole dose curve; as a rule, active = well fitted curve in the direction sought with a large enough effect; inconclusive = small, poorly fitted or top-dose-only effect, or another doubt; inactive = no such curve, though single readings can be large; an effect the other way counts as inactive or inconclusive.

Screening CCn1nc(NC(=O)C2CCCO2)c2cc3cc(C)ccc3nc21 (centres undefined) returned Abeta rescue -23.0%, Nrf2 block 11.2%, HepG2 viability -33.7%, CCT chaperon mod -1.4, Nrf2 activator 2.9%, pAkt inh inactive, TGFb SMAD3 inh -23.8%, MmCpn inh -5.4% and A549 tox -1.1%.
`CCOC(=O)/C=c1\s/c(=C\c2ccc(C#N)cc2)c(=O)n1CC(=O)Nc1cccc(C)c1C` gave Abeta rescue -1.0%, Nrf2 block inconclusive, HepG2 viability 12.2%, CCT chaperon mod -2.2, Nrf2 activator 0.1%, pAkt inh inactive, TGFb SMAD3 inh 12.3%, MmCpn inh -0.6% and A549 tox -5.6%.
Fc1ccccc1/C=N/n1cc(-c2ccccc2)[nH]c1=S was read as Abeta rescue inconclusive, Nrf2 block inconclusive, HepG2 viability -2.2%, CCT chaperon mod -2.4, Nrf2 activator inconclusive, pAkt inh inactive, TGFb SMAD3 inh -9.0%, MmCpn inh -2.7% and A549 tox 4.3%.
For Cc1ccc(CSC2=Nc3ccccc3C3=NC(CCC(=O)N4CCN(c5ccccc5)CC4)C(=O)N23)cc1 (centres undefined) the results were Abeta rescue -3.6%, Nrf2 block -2.4%, HepG2 viability -26.7%, Nrf2 activator 2.8%, TGFb SMAD3 inh -21.9% and A549 tox inconclusive.
For C=CCN(C(=O)c1csnn1)C(C(=O)NCc1ccc(F)cc1)c1sccc1C (centres undefined) the results were Abeta rescue -5.8%, Nrf2 block -6.5%, HepG2 viability 6.1%, CCT chaperon mod 0.7, Nrf2 activator 0.2%, pAkt inh inactive, TGFb SMAD3 inh -9.0%, MmCpn inh 1.8% and A549 tox -1.7%.
`CCCc1c(-c2ccccc2)ncn1Cc1ccccc1OC` gave Abeta rescue -1.6%, CCT chaperon mod 0.6, Nrf2 activator 0.4% and pAkt inh inactive.
Screening O=C(NC(=S)Nc1cccc2c(O)cccc12)c1ccco1 returned Abeta rescue 6.6%, Nrf2 block 5.7%, HepG2 viability 5.4%, CCT chaperon mod -1.8, Nrf2 activator 29.5%, pAkt inh inactive, TGFb SMAD3 inh inconclusive, MmCpn inh -0.2% and A549 tox 6.6%.
For CSC1=NC2(CCCCC2)CC12C=CC(=O)C=C2 the results were Abeta rescue 8.0%, Nrf2 block -3.2%, HepG2 viability 6.2%, CCT chaperon mod -0.5, Nrf2 activator 20.5%, pAkt inh inactive, TGFb SMAD3 inh -2.4%, MmCpn inh 0.5% and A549 tox -5.1%.
`O=C(NCCN1CCOCC1)C(=O)NCC1OCCN1S(=O)(=O)c1ccc(Cl)cc1` (centres undefined) gave Abeta rescue 1.5%, HepG2 viability 51.1%, CCT chaperon mod -1.7, Nrf2 activator 0.6%, pAkt inh inactive and TGFb SMAD3 inh 49.7%[activator].
`CC(=O)Nc1ccc(NC(=O)C(C)OC(=O)CC23CC4CC(CC(Br)(C4)C2)C3)cc1` (centres undefined) gave Abeta rescue 4.0%, Nrf2 block -5.9%, HepG2 viability -0.1%, CCT chaperon mod -2.3, Nrf2 activator -0.7%, pAkt inh inactive, TGFb SMAD3 inh -0.5%, MmCpn inh 0.9% and A549 tox -4.7%.
Screening O=C(NC(=S)N1CCN(c2ccc(O)cc2)CC1)c1cccs1 returned Abeta rescue inconclusive, Nrf2 block inconclusive, HepG2 viability -9.7%, CCT chaperon mod 1.2, Nrf2 activator 2.5%, pAkt inh inactive, TGFb SMAD3 inh inconclusive, MmCpn inh 1.0% and A549 tox 5.8%.
`O=C(CN1CCCCC1)Nc1nnc(-c2ccccc2)s1` gave Abeta rescue -17.0%, Nrf2 block 25.0%, HepG2 viability -0.7%, CCT chaperon mod -1.1, Nrf2 activator inconclusive, pAkt inh inactive, TGFb SMAD3 inh -4.1%, MmCpn inh -2.6% and A549 tox -0.7%.
For O=C(Nc1ccncc1)c1ccc(S(=O)(=O)Nc2ccccc2)cc1 the results were Abeta rescue 2.2%, Nrf2 block inconclusive, HepG2 viability -20.3%, CCT chaperon mod 1.7, Nrf2 activator 0.2%, pAkt inh inactive, TGFb SMAD3 inh 2.7%, MmCpn inh 6.0% and A549 tox 1.0%.
For CCC1CCCCN1S(=O)(=O)c1ccc(N2CCCCS2(=O)=O)cc1 (centres undefined) the results were Abeta rescue -0.7%, HepG2 viability -0.4%, Nrf2 activator 0.0%, TGFb SMAD3 inh -21.2% and A549 tox -8.6%.
For COc1cc(OC)cc(C(=O)NCC(=O)OCC(=O)Nc2ccc3c(c2)OCO3)c1 the results were Abeta rescue 11.8%, Nrf2 block 11.4%, HepG2 viability -0.2%, CCT chaperon mod 3.4, Nrf2 activator 0.3%, pAkt inh inactive, TGFb SMAD3 inh 1.3%, MmCpn inh -0.7% and A549 tox 0.4%.
COc1cccc(C(=O)OC(C)C(=O)Nc2ccc3c(c2)OCO3)c1 (centres undefined) was read as Abeta rescue -2.6%, Nrf2 block inconclusive, HepG2 viability -10.3%, CCT chaperon mod -2.9, Nrf2 activator 2.7%, pAkt inh inactive, TGFb SMAD3 inh -13.6%, MmCpn inh 0.2% and A549 tox -15.4%.
For CCOc1ccc(CCNC(=O)CSc2nnnn2-c2ccc(C)cc2C)cc1OCC the results were Abeta rescue -3.1%, Nrf2 block inconclusive, HepG2 viability -6.1%, Nrf2 activator -1.2%, TGFb SMAD3 inh 7.7% and A549 tox 3.8%.
Screening CCOC(=O)c1oc2cccc(OCC(O)CNC(C)C)c2c1C (centres undefined) returned Abeta rescue -12.6%, HepG2 viability -32.8%, CCT chaperon mod -2.0, Nrf2 activator 0.4%, TGFb SMAD3 inh 20.2%, MmCpn inh -5.4% and A549 tox -5.9%.
`Cc1cccc(-n2cc(-c3ccccc3)c3c(N4CCOCC4)ncnc32)c1` gave Abeta rescue -32.0%, Nrf2 block inconclusive, HepG2 viability 9.6%, CCT chaperon mod -2.4, Nrf2 activator 3.9%, pAkt inh inactive, TGFb SMAD3 inh inconclusive, MmCpn inh 1.5% and A549 tox -2.6%.
`CCC(C(=O)OCc1csc(CC(=O)Nc2ccccc2C)n1)c1ccccc1` (centres undefined) gave Abeta rescue -1.1%, Nrf2 block -2.9%, HepG2 viability -21.2%, CCT chaperon mod -0.6, Nrf2 activator -0.2%, pAkt inh inactive, TGFb SMAD3 inh -27.7%, MmCpn inh -5.8% and A549 tox -0.5%.
Screening Cc1ccc(C(=O)NCC(c2ccc(F)cc2)N2CCOCC2)cc1 (centres undefined) returned Abeta rescue -5.1%, Nrf2 block 4.2%, HepG2 viability 3.7%, CCT chaperon mod 0.8, Nrf2 activator -0.9%, pAkt inh inactive, TGFb SMAD3 inh 6.4%, MmCpn inh 0.9% and A549 tox -3.5%.
`COc1ccccc1N1C(=O)C2C3C=CC(C3)C2(C)C1=O` (centres undefined) gave Abeta rescue 9.1%, Nrf2 block -6.7%, HepG2 viability -21.5%, CCT chaperon mod -0.4, Nrf2 activator 0.1%, pAkt inh inactive, TGFb SMAD3 inh -7.1%, MmCpn inh 1.2% and A549 tox -3.6%.
`COc1cccc(Cn2cccc(NC(=O)Nc3cccc(C#N)c3)c2=O)c1` gave Abeta rescue 4.4%, Nrf2 block inconclusive, HepG2 viability -9.8%, CCT chaperon mod -0.9, Nrf2 activator -0.1%, pAkt inh inactive, TGFb SMAD3 inh -6.8%, MmCpn inh 0.3% and A549 tox 2.1%.
CC1CCN(S(=O)(=O)c2ccc3c(c2)oc(=O)n3CC(=O)N2CCc3ccccc3C2)CC1 was read as Abeta rescue -8.7%, Nrf2 block 12.8%, HepG2 viability 14.1%, CCT chaperon mod -0.4, Nrf2 activator -0.6%, pAkt inh inactive, TGFb SMAD3 inh 17.1%, MmCpn inh 1.8% and A549 tox 12.5%.
Screening Cc1ccc2occ(C(=O)c3ccco3)c(=O)c2c1 returned Abeta rescue -32.4%, Nrf2 block 20.5%, HepG2 viability -10.7%, CCT chaperon mod 2.0, Nrf2 activator 12.6µM*, pAkt inh inactive, TGFb SMAD3 inh -17.0%, MmCpn inh -19.6% and A549 tox -3.2%.
For O=C(N/N=C\c1ccc(Oc2ccccc2)cc1)c1csnn1 the results were Abeta rescue 1.8%, Nrf2 block inconclusive, HepG2 viability 3.1%, CCT chaperon mod 0.7, Nrf2 activator -0.9%, pAkt inh inactive, TGFb SMAD3 inh -18.9%, MmCpn inh 3.2% and A549 tox -1.6%.
`CCCc1cc(N2CCCC(C(=O)Nc3cc(Cl)ccc3OC)C2)n2ncnc2n1` (centres undefined) gave Abeta rescue -3.7%, HepG2 viability -4.3%, CCT chaperon mod -1.9, Nrf2 activator 0.4%, TGFb SMAD3 inh -12.5% and A549 tox 3.5%.
Screening CCOc1ccc(C(=O)NC2CCN(C(=O)Nc3ccccc3OC)CC2)cc1 returned Abeta rescue -0.6%, Nrf2 block 5.0%, HepG2 viability -11.8%, CCT chaperon mod -2.3, Nrf2 activator 0.1%, pAkt inh inactive, TGFb SMAD3 inh 3.2%, MmCpn inh -1.3% and A549 tox -7.0%.
`C/C(=N\NC(=O)c1ccc(Cl)cc1)c1cccc(NC(=O)C(C)C)c1` gave Abeta rescue 0.0%, Nrf2 block inconclusive, HepG2 viability 5.5%, CCT chaperon mod 2.6, Nrf2 activator 0.2%, pAkt inh inactive, TGFb SMAD3 inh -2.7%, MmCpn inh -8.7% and A549 tox 3.5%.

This is a random part of the collection, and some 4.3% of all compounds hit somewhere here.
